yeast mec2-1: NCI yeast anticancer drug screen, S. cerevisiae mec2-1 strain | 79,000 tested, 9% active | % growth inhibition at 50 µM;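 also: 0% = growth of vehicle-only cultures of the same strain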
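Vehicle-treated cultures served as reference for growth inhibition of compound-exposed mec2-1 yeast.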
yeast cln2 rad14: NCI yeast anticancer drug screen, S. cerevisiae cln2 rad14 strain; growth inhibition, % at 50 µM; 78,000 tested, 8.3% active;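 also: 0% = growth of vehicle-only cultures of the same strain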
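Compounds are applied to the cln2 rad14 yeast strain, and growth is then compared with that of vehicle-treated cultures to give inhibition.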
rad50: NCI yeast anticancer drug screen, S. cerevisiae rad50 strain. growth inhibition, % at 50 µM. 79,000 tested, 10% active;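 also: 0% = growth of vehicle-only cultures of the same strain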
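Yeast carrying a defined DNA repair defect were exposed to test compounds, and growth was compared with vehicle-treated controls to give percent inhibition.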
mlh1 rad18: NCI yeast anticancer drug screen, S. cerevisiae mlh1 rad18 strain. growth inhibition, % at 50 µM. 79,000 tested, 11% active. AID 175;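 also: 0% = growth of vehicle-only cultures of the same strain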
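Inhibition values reflect reduced growth of mutant yeast versus vehicle-treated controls following compound exposure; the mutations affect DNA damage repair.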
bub3: NCI yeast anticancer drug screen, S. cerevisiae bub3 mutant strain; growth inhibition, % at 50 µM; 78,000 tested, 9.9% active; AID 167;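 also: 0% = growth of vehicle-only cultures of the same strain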
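Whole-cell yeast assay. The mutant strain was incubated with compounds, and growth inhibition was determined by comparison with vehicle-treated cells.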
yeast sgs1 mgt1: NCI yeast anticancer drug screen, S. cerevisiae sgs1 mgt1 strain. AID 161. 78,000 tested, 10% active. % growth inhibition at 50 µM;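 also: 0% = growth of vehicle-only cultures of the same strain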
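Yeast cells carrying a defined DNA-repair defect were exposed to test compounds. Growth inhibition was measured relative to vehicle-treated controls.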
* marks the source's active call; other numbers are inactive results; x = no result given; & = joins results of further samples. Rule as the data show it: active = growth inhibition above about 70%; inactive = the rest. An unsorted share of the library, and some 13% of all compounds hit somewhere here.

1: Cc1nc([N+](=O)[O-])c(Sc2nncc(-c3ccccc3)n2)n1C
2: O=C(Cc1nc2ccccc2s1)Nc1ccc(Cl)cc1
3: [Cl][Co][Cl].[NH-]CCC[NH-].[NH-]CCC[NH-]
4: CCCC1(CO)NC(=O)NC1=O (centres undefined)
5: C=CCOC(=O)CC(=C)C(=O)O
6: COC(=O)CCC(=O)N1C/C(=C\c2ccccc2)C(=O)/C(=C/c2ccccc2)C1

Assay by compound	1	2	3	4	5	6
yeast mec2-1	98*	-3	21	-24	31	95*
yeast cln2 rad14	93*	32	10	3	-25	16
rad50	97*	6	2	-6	19	89*
mlh1 rad18	98*	22	17	-21	8	95*
bub3	98*	4	-4	-7	6	92*
yeast sgs1 mgt1	95*	10	13	-15	16	92*

7: CC12CCCCC1CC(=O)/C(=C\O)C2 (centres undefined)
8: Cc1[nH]c(=O)[nH]c(=O)c1/C=C/C(=O)O (tested in a mixture with another compound)
9: COc1ccc(CNc2ccccn2)cc1
10: NC1c2c(Br)sc(N3CCCC3)c2C(=O)C1O (centres undefined)
11: CNC(=O)C1C2CCC(C2)C1C(=O)NC (centres undefined)
12: CC(=O)c1cccc(F)c1C(C)c1ccc2ccccc2c1 (centres undefined)

Assay by compound	7	8	9	10	11	12
yeast mec2-1	15	14	14	-4	3	1
yeast cln2 rad14	-29	-13	x	-5	-38	3
rad50	13	3	11	8	4	-4
mlh1 rad18	14	13	40	-30	-1	2
bub3	-11	18	x	-16	1	15
yeast sgs1 mgt1	18	0	x	-5	-6	-9

13: NC(=O)c1c[se]c(C2OC(COP(=O)(O)CP(=O)(O)OCC3OC(n4cnc5c(N)ncnc54)C(O)C3O)C(O)C2O)n1 (centres undefined)
14: Cc1cnc(N/N=C/c2c(CO)cnc(C)c2O)s1
15: CC(=O)c1ccc2c(ccc3ccccc32)c1
16: N#C/C(=C/c1ccc2c(c1)OCO2)C(=O)c1ccccc1
17: CCCCCCCCCCCCCCCCCCCCCCCCCCCCCCS(=O)(=O)Cl
18: Cc1ccc(Cl)c(NC(=O)C(=O)C(C(=O)c2ccncc2)C2OC(=O)c3ccccc32)c1 (centres undefined)

Assay by compound	13	14	15	16	17	18
yeast mec2-1	-10	10	-16	-11	28	-26
yeast cln2 rad14	-8	12	-15	22	19	6
rad50	3	21	-13	14	15	-15
mlh1 rad18	5	24	4	-11	-19	-18
bub3	-2	3	-5	-3	34	-6
yeast sgs1 mgt1	1	7	-13	-15	17	-37

19: c1ccc(C2NCCNC2c2ccccc2)cc1 (centres undefined)
20: COc1ccc(Br)c([N+](=O)[O-])c1
21: CC(C)(C)C(=O)/C=C/c1cccc(Oc2ccccc2)c1
22: O=C(O)c1ccccc1CN1CCCC(C(=O)O)C1 (centres undefined)
23: Cc1cc(/C=N/NC(=O)c2ccccc2NC(=O)c2ccccc2Cl)ccc1O
24: CC(=O)NC(c1nc2cc(C)c(C)cc2[nH]1)c1nc2cc(C)c(C)cc2[nH]1

Assay by compound	19	20	21	22	23	24
yeast mec2-1	15	-4	-24	-10	10	37
yeast cln2 rad14	-2	2	6	33	12	43
rad50	2	1	31	-15	21	61
mlh1 rad18	-19	-2	-23	46	35	38
bub3	55	-6	-18	-41	9	63
yeast sgs1 mgt1	22	-4	-1	7	39	58

Three entries already listed, arranged by SMILES length, lowest first:
19: c1ccc(C2NCCNC2c2ccccc2)cc1 (centres undefined)
20: COc1ccc(Br)c([N+](=O)[O-])c1
23: Cc1cc(/C=N/NC(=O)c2ccccc2NC(=O)c2ccccc2Cl)ccc1O

Assay by compound	19	20	23
yeast mec2-1	15	-4	10
yeast cln2 rad14	-2	2	12
rad50	2	1	21
mlh1 rad18	-19	-2	35
bub3	55	-6	9
yeast sgs1 mgt1	22	-4	39

Additional compounds:
25: N#CCCN(CCC#N)Cc1cc(-c2ccccc2)ccc1O
26: CC(C)CN(CC(=O)Nc1cccc(Cl)c1)CC(C)C
27: Cc1cc(C)c(C)c(OC(=O)Nc2cc(Cl)ccc2C)c1
28: C/C(=N\Oc1ncc([N+](=O)[O-])c(O/N=C(\C)c2ccccc2)n1)c1ccccc1
29: CC1(CCOCc2ccccc2)NC(=O)N(CCC#N)C1=O (centres undefined)
30: CSc1ccc(OC(=O)Nc2ccc(C)c(NC(=O)Oc3ccc(SC)cc3)c2)cc1

Assay by compound	25	26	27	28	29	30
yeast mec2-1	55	12	39	67	-10	-5
yeast cln2 rad14	-15	-18	-11	46	-10	1
rad50	87*	-4	-1	43	7	18
mlh1 rad18	82*	2	1	94*	13	19
bub3	85*	5	25	51	3	8
yeast sgs1 mgt1	59	4	16	83*	-5	-8

31: COc1ccc(CCN2C(=O)C(=O)N(C3CCCCC3)C2=O)cc1OC
32: O=[N+]([O-])c1c(/C=N/Nc2ccccc2)oc(-c2ccc3c(c2)OCO3)c1-c1ccc2c(c1)OCO2
33: O=C1NC(CCCl)Oc2ccccc21 (centres undefined)
34: c1ccc(C2Nc3ccccc3C3OCCCC23)cc1 (centres undefined)
35: O=C(NCN1CCOCC1)NC(=O)NCN1CCOCC1
36: O=C1CC2(CC=CCC23OCCO3)CC(CI)O1 (centres undefined)

Assay by compound	31	32	33	34	35	36
yeast mec2-1	12	88*	-4	-4	7	-1&-8
yeast cln2 rad14	13	87*	13	-9	-4	5&6
rad50	75*	80*	2	2	-11	8&-14
mlh1 rad18	38	84*	-15	2	-4	10&11
bub3	34	82*	-9	-21	12	11&-10
yeast sgs1 mgt1	27	83*	-6	10	-8	25&3

37: CCCCn1nnnc1N
38: NC(=O)C(N)C(N)=NCc1ccccc1 (centres undefined)
39: CC(CO)CCC(O)C(C)(O)C1CCC2(O)C3=CC(=O)C4CC(O)C(O)CC4(C)C3CCC12C (centres undefined)
40: Cc1ccc(NCCNCCO)c2c(=O)c3ccccc3sc12
41: OC1c2ccccc2CCC1C(O)(C(F)(F)F)C(F)(F)F (centres undefined)
42: CC(=O)N=c1ccc2nc(N)nn(O)c-2c1

Assay by compound	37	38	39	40	41	42
yeast mec2-1	6	1	-24	100*	21	0
yeast cln2 rad14	12	-7	8	99*	27	-5
rad50	3	10	4	100*	30	10
mlh1 rad18	7	14	-68	100*	20	-27
bub3	18	-2	18	100*	3	-34
yeast sgs1 mgt1	-8	4	10	99*	27	-10

43: CCCCCCOC(=O)C[n+]1ccc(C(N)=O)cc1
44: Nc1nc2c(ccc3ccccc32)s1
45: Cc1cc(N/N=C/c2cccc3ccccc23)c2cc3c(cc2n1)OCO3
46: COC(=O)C(C(=O)C(=O)Nc1c(Cl)cc([N+](=O)[O-])cc1Cl)c1csc(-n2nc(C3=CCCCC3)cc2-c2ccccc2)n1 (centres undefined)
47: O=C1c2ccccc2C(=O)N1c1ccc(OCCN2CCCCC2)cc1
48: CSc1ccccc1N1C(=O)CSC1=S

Assay by compound	43	44	45	46	47	48
yeast mec2-1	17	51	99*	-21	-2	4
yeast cln2 rad14	-15	61	98*	-22	37	19
rad50	2	66	99*	5	12	-8
mlh1 rad18	-2	58	99*	-16	18	22
bub3	-19	57	99*	30	-2	-4
yeast sgs1 mgt1	-15	68	99*	-7	7	42

Following part:
no.	compound	yeast mec2-1	yeast cln2 rad14	rad50	mlh1 rad18	bub3	yeast sgs1 mgt1
49	Oc1cc(Cc2ccccc2)c(Cc2ccccc2)cc1O	91*	90*	89*	88*	92*	92*
50	C/C=C/C=C/C(=O)Nc1ccc([N+](=O)[O-])cc1	0	11	40	32	36	87*
51	Cc1ccc(S(=O)(=O)OCC(c2ccccc2)C(F)(F)F)cc1 (centres undefined)	-14	-24	-3	-1	19	12
52	NNC(=S)NNc1ccccc1	42	-3	12	43	20	56
53	c1ccc(C2COC(c3ccccc3)O2)cc1 (centres undefined)	23	-48	12	11	-21	-16
54	CCn1c(COc2ccc(Cl)cc2Cl)c(COC(=O)c2cccc(Cl)c2)c2ccccc21	-19	-44	-20	8	-5	-14
55	Nc1cccc(CC(=S)N2CCOCC2)c1	18	23	15	12	5	19
56	COc1ccc(/C=N/NC(=O)COCC(=O)N/N=C/c2ccc(OC)c(OC)c2)cc1OC	-11	-9	-5	-8	-2	-10
57	CCOC(=O)COc1cc2c(cc1Cc1ccc3c(c1)OCO3)OCO2	2	6	1	1	16	-1
58	O=C1NC(=O)C2(CC3CCCCC3CC2c2ccccc2)N1 (centres undefined)	13	3	17	11	10	13
59	CCCCCCCCCCC(CCCCCCCCCC)C1CC(C)CCC1C (centres undefined)	-4	9	-30	-1	-4	11
60	C[Si]1(C)N[Si](C)(C)N[Si](C)(C)N1	-20	x	13	2	x	x
61	CCCCCCCCCCCCCCCBr	50	86*	11	93*	81*	-10
62	CC(C)(C)C(=O)C1CC(=O)c2ccccc2C1=O (centres undefined)	22	17	13	35	20	8
63	COc1cc2c(c3oc4c(c(=O)c13)CCCC4)CCC(C)(C)O2	-10	30	-2	4	4	-15
64	COc1ccc(OC)c(NCc2ccccc2)c1	-2	-88	-9	4	0	-14
65	NS(=O)(=O)/C=C/c1ccccc1	-6	-21	28	-30	7	-11
66	O=CNc1cccnc1C1OCCO1	6	-13	5	8	-5	2
67	Cc1ccc(Cl)cc1NC(=O)/C=C/c1ccccc1	8	-7	3	19	10	6
68	O=[N+]([O-])c1ccc2nc(-c3ccccn3)[nH]c2c1	87*	77*	86*	88*	89*	74*
69	N=c1oc(-c2ccccc2)cc2ccccc12	-9	-46	30	12	16	-12
70	Cc1ccc(S(=O)(=O)Nn2c(O)c(C#N)c(-c3ccc([N+](=O)[O-])cc3)c(C#N)c2=O)cc1	7	16	5	-9	-13	-8
71	CC(C)OC(=O)c1ccc(NCC2=CC(=O)C=CC2=O)cc1	79*	57	39	88*	46	64
72	CNC(=O)O[C@H]1C(=O)O[C@@H]2C[C@H]3C(C)=C(O)C(=O)C[C@]3(C)[C@H]3[C@@H](O)[C@H](O)[C@@]4(C(=O)OC)OC[C@]32[C@@H]14	16	7	25	17	15	2
73	CCCCNc1nc(Cl)nc2nc(Cl)[nH]c12	-2	2	-9	1	-37	0
74	CN(C)c1ccccc1C(=O)NNC(=S)Nc1ccccc1	-2	-13	21	19	30	43
75	COC(=O)c1ccc(C(=O)OC)c([N+](=O)[O-])c1	-13	25	17	4	-12	21
76	Cc1[nH]c2ccccc2c1SCc1ccccc1	100*	99*	99*	99*	99*	99*
77	CCOC(=O)C(C)(CCC(C)=O)C(=O)OCC	-4	-53	-22	-12	14	-22
78	CON(C)C(C#N)=C(C#N)C#N	2	7	10	25	8	21
79	O=C(c1ccccc1)[C@H]1Nc2ccc(Cl)cc2C2c3ccccc3CC21 (some centres undefined)	-22	19	13	-17	-2	-20
80	CC(=O)NC1CCC(C2CCCCC2)CC1C1CCCCC1 (centres undefined)	96*	90*	94*	92*	95*	91*
81	Cc1cc(C)c2c(-c3ccccc3)cc(=O)[nH]c2c1	-16	-4	-33	-51	-34	-29
82	Nc1ccc(Nc2ccccc2)c(N)c1	26&13	20&-8	49&21	53&13	43&48	52&10
83	Cc1cc(N(CCC#N)CCC#N)ccc1/C=C(\NC(=O)/C=C/c1ccccc1)C(=O)Nc1ccc(Cl)cc1	-15	2	-7	-2	4	2
84	O=C(Nc1ccc(I)cc1)c1ccc([N+](=O)[O-])cc1	-11	-8	2	-4	0	-5
85	OC(C1CCC=NN1C(O)(C(F)(F)F)C(F)(F)F)(C(F)(F)F)C(F)(F)F (centres undefined)	83*	79*	90*	94*	92*	88*

A few values from the entries so far:
In yeast mec2-1, O=C(Nc1ccc(I)cc1)c1ccc([N+](=O)[O-])cc1 reads -11
In rad50, Cc1cc(N(CCC#N)CCC#N)ccc1/C=C(\NC(=O)/C=C/c1ccccc1)C(=O)Nc1ccc(Cl)cc1 reads -7
In yeast mec2-1, OC(C1CCC=NN1C(O)(C(F)(F)F)C(F)(F)F)(C(F)(F)F)C(F)(F)F (centres undefined) reads 83*
In yeast mec2-1, O=C(c1ccccc1)[C@H]1Nc2ccc(Cl)cc2C2c3ccccc3CC21 (some centres undefined) reads -22
In yeast mec2-1, CC(=O)NC1CCC(C2CCCCC2)CC1C1CCCCC1 (centres undefined) reads 96*

Bioassay records from PubChem.
